Compound activity deposited in PubChem by several laboratories.
FAS-TE inh = FAS thioesterase (human) inhibition; recombinant FAS-TE, OMFH fluorogenic substrate, fluorescence endpoint; inhibition, % at 15 µM; 360,000 tested, 0.67% active; P49327;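 active = compounds whose normalised, plate-corrected inhibition of enzyme fluorescence in the single-dose primary screen is 50% or more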;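 note: 0% = DMSO with enzyme and 100% = substrate without enzyme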
MT1-MMP act inh = MT1-MMP (human) activation inhibition. HT1080 RFP-PRO-GFP cells, GFP/RFP ratio fluorescence, overnight; percent of plate control window, DMSO zero. GFP/RFP ratio change, % at 20 µM. 360,000 tested, 0.061% active. AID 651647;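 active = GFP/RFP ratio change of at least 30% with cell ATP level not reduced by more than half and red fluorescence within 50% of control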; note: strong numbers were not always called active
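Assay system: HT1080 cells carrying an RFP-PRO-GFP reporter | Dosing: Single dose of 20 µM compound, 1% DMSO final | Incubation: Cells overnight before dosing, compound overnight, 37 °C, 5% CO2 | Evaluation: GFP/RFP fluorescence ratio | Control set: DMSO and RFP-L50D-GFP cell wells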
bovine MsrA act = activates bovine MsrA enzyme. purified bovine MsrA, absorbance read-out. activation, % at 10.6 µM. 360,000 tested, 0.3% active; in the data active = activation above about 7.5%;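 note: 0% = vehicle and 100% = reference activator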
MsrA inh = inhibitors of bovine MsrA. purified bovine MsrA, absorbance read-out. inhibition, % at 15.5 µM. 360,000 tested, 0.75% active; in the data active = inhibition above about 4.5%;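 note: 0% = vehicle wells with enzyme and 100% = reference inhibitor wells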
NRP1-CendR mod = alters CendR peptide binding to human NRP-1. O14786. FAM-RPARPAR peptide binding to NRP-1, fluorescence polarization. inhibition, % at 25 µM. 360,000 tested, 0.85% active;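 active = inhibition or corrected inhibition above about 18%, plus a signal ratio from 0.5 to 1.5, limit read from the data, passing the limit was not always enough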; note: strong numbers were not always called active
Rin1-Abl PPI inh = human Rin1-Abl interaction inhibition; 360,000 tested, 0.4% active; P00519+Q13671; TR-FRET Rin1/Abl binding, biochemical; inhibition, % at 7.35 µM; in the data active = inhibition above about 5%, passing the limit was not always enough
E coli Lon inh = E. coli protease La inhibition. 360,000 tested, 0.42% active. inhibition, % at 7.94 µM. P0A9M0. purified E. coli Lon protease, fluorescence polarization. AID 602123; in the data active = inhibition above about 13%, passing the limit was not always enough;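 note: 0% = enzyme with probe and DMSO and 100% = no enzyme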
Neddylation inh = blocks human cullin neddylation | TR-FRET cullin neddylation, biochemical | calls only at 25 µM | 360,000 tested, 0.58% active | AID 651699; in the data active = inhibition above about 36%
Target sequence (P61081 whole entry, looked up): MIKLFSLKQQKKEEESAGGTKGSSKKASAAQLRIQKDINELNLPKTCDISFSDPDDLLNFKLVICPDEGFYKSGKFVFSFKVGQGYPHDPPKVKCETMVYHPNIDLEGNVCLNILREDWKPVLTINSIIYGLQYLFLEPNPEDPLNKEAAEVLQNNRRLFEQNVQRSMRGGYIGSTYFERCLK
Target sequence (Q13564 whole entry, looked up): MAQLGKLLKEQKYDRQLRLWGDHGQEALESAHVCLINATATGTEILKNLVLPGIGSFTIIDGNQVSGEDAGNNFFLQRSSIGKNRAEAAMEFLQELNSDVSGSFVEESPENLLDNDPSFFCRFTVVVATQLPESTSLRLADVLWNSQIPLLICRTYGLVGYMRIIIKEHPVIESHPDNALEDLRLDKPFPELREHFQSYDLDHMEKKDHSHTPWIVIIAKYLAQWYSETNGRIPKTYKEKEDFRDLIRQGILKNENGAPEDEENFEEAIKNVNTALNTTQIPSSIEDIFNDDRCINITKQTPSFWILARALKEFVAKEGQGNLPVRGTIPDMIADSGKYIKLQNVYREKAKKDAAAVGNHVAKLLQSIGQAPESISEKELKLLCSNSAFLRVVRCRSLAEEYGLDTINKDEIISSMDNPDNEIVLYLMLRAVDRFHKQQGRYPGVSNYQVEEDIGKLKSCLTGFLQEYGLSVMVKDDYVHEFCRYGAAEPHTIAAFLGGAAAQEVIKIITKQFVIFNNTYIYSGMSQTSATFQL
SKN-1 inh = inhibitors of C. elegans SKN-1. C. elegans VP596 Pgst-4::GFP/RFP ratio, acrylamide-induced, 24 h. inhibition, % at 21.8 µM. 360,000 tested, 0.49% active;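 active = interference check ratio from 0.5 to 1.5 plus GFP to RFP signal ratio inhibition reaching or exceeding a fixed threshold, cut at about 30% in these data, passing the limit was not always enough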; note: some compounds called inactive have numbers as strong as hits
Numbers without * were called inactive; i = inactive; x = not tested or not shown; + = active, no number.

SMILES | FAS-TE inh | MT1-MMP act inh | bovine MsrA act | MsrA inh | NRP1-CendR mod | Rin1-Abl PPI inh | E coli Lon inh | Neddylation inh | SKN-1 inh
CNC(=O)c1ccc(NC(=O)/C=C/c2cccc(F)c2)cc1 | -5 | -3 | -10 | 0.9 | 4 | 0 | -1 | i | 3
Cc1ccc(C(=O)NC(=S)NCCN2CCOCC2)cc1 | -6 | -9 | -5 | 0.5 | -4 | 1 | -3 | i | 5
Cc1ccc(C(=O)OCC(=O)NCCN2C(=O)CSC2=O)cc1 | -10 | 0 | -4 | -0.6 | 0 | 3 | -5 | i | 4
Cn1nnnc1SCC(=O)Nc1cc(S(=O)(=O)N2CCCCC2)ccc1Cl | -8 | 2 | -1 | -1.6 | 4 | 6 | 4 | i | 4
O=C1NC2(CCCCCC2)Cc2ccccc21 | -2 | -3 | -12 | -0.1 | 8 | 4 | -11 | i | -3
Fc1ccc(-c2ccc3nccn3c2)cc1Cl | 10 | 3 | 0 | -0.3 | -21 | -1 | -9 | i | 9
O=C(C(=O)N1CCN(c2ccccc2)CC1)c1ccc2c(c1)OCO2 | x | 2 | x | 1.4 | 8 | x | x | i | -4
CC/C(=N/Nc1ccccc1C)c1cnnc(SC)n1 | -12 | 3 | 5 | 1.1 | 1 | 0 | -3 | i | 9
COc1cccc(OCCCN2CCCCCC2)c1 | -4 | 2 | 0 | 0.6 | 10 | -2 | 2 | i | 11
O=C(/C=C/c1c(Cl)cccc1Cl)N1CCN(c2ncccn2)CC1 | -1 | -4 | -8 | 1.8 | -22 | -4 | -9 | i | -20
CCOC(=O)c1ccc(-c2cc(C)no2)[nH]1 | -8 | 3 | 3 | 0.4 | 6 | -1 | -6 | i | 13
OC[C@@H]1CN(Cc2ccco2)C[C@H](n2cnc3c(Nc4ccccc4)ncnc32)O1 | -4 | 0 | -1 | 0.9 | -23 | -1 | 2 | + | 14
CN1C[C@@H]2[C@@H]3C(=O)N(C)C(=O)[C@@H]3[C@](C)(C1=O)N2C(=O)c1ccc(C(F)(F)F)cc1 | -9 | 3 | -2 | -0.1 | -13 | 1 | 0 | i | 13
CC1(C)CC(=O)C(C=NCCN2CCN(C(=S)Nc3cccc(Cl)c3)CC2)=C(O)C1 | -1 | 0 | -4 | -0.3 | -4 | 2 | -1 | i | 0
C=CCc1cccc2cc(C(=O)NNC(=O)c3ccncc3)c(=O)oc12 | 0 | 2 | -5 | 3.0 | 4 | 0 | 4 | i | 5
COc1ccc(CNC(=O)C(C)OC(=O)Cn2cnc3c2c(=O)n(C)c(=O)n3C)cc1 (centres undefined) | -6 | -4 | -5 | -1.1 | 0 | -1 | 0 | i | -4
CC(C)(C)CN1CCNC[C@H]1Cc1cccc2ccccc12 | -30 | 2 | -1 | -0.8 | -13 | 1 | -2 | i | -6
COC(=O)c1cc(-c2ccc(OC)c(OC)c2)c2c(=O)[nH]c(=O)n(C)c2n1 | -9 | 5 | -2 | 0.1 | -2 | -4 | -7 | x | -3
CC1(C)CC(=O)C(C=NCCCO)=C(O)C1 | -6 | 2 | -14 | -0.5 | -7 | 1 | 6 | i | -1
Cc1cc(=O)oc2cc(OCC(=O)NC3CCN(Cc4ccccc4)CC3)c(Cl)cc12 | 10 | -1 | -1 | -0.2 | 7 | -1 | -1 | i | 11

4 entries from above, with tabs.
mol	FAS-TE inh	MT1-MMP act inh	bovine MsrA act	MsrA inh	NRP1-CendR mod	Rin1-Abl PPI inh	E coli Lon inh	Neddylation inh	SKN-1 inh
C=CCc1cccc2cc(C(=O)NNC(=O)c3ccncc3)c(=O)oc12	0	2	-5	3.0	4	0	4	i	5
COc1ccc(CNC(=O)C(C)OC(=O)Cn2cnc3c2c(=O)n(C)c(=O)n3C)cc1 (centres undefined)	-6	-4	-5	-1.1	0	-1	0	i	-4
CC(C)(C)CN1CCNC[C@H]1Cc1cccc2ccccc12	-30	2	-1	-0.8	-13	1	-2	i	-6
COC(=O)c1cc(-c2ccc(OC)c(OC)c2)c2c(=O)[nH]c(=O)n(C)c2n1	-9	5	-2	0.1	-2	-4	-7	x	-3

(continued)
SMILES | FAS-TE inh | MT1-MMP act inh | bovine MsrA act | MsrA inh | NRP1-CendR mod | Rin1-Abl PPI inh | E coli Lon inh | Neddylation inh | SKN-1 inh
Cc1csc2c(N3CCCCC3)ncnc12 | -1 | 0 | 1 | -0.6 | 6 | 2 | 10 | i | 18
O=C(OCC(=O)N1CCNC1=O)c1ccccc1Cl | -5 | 1 | -4 | 1.4 | -9 | -3 | 1 | i | 13
Cc1ccc(N=C2C(=O)Nc3ccccc32)c(C)c1 | 2 | 2 | -4 | 0.5 | 0 | -4 | 14 | i | -20
Cc1ccc(S(=O)(=O)N2CCCCC2)cc1NC(=O)Cn1ccsc1=N | -17 | 0 | -1 | -1.6 | -6 | -4 | 2 | i | 5
O=C(NCCN1CCC(n2c(=O)[nH]c3ccccc32)CC1)c1ccncc1 | -12 | 3 | -3 | -0.3 | -5 | x | 0 | i | 12
Cc1ccc(CN(CC(=O)NC2CCCC2)C(=O)CSc2nnc(COc3ccccc3)o2)cc1 | 2 | -2 | -2 | 1.0 | -6 | -2 | 0 | i | 7
S=C(Nc1cccc(Cl)c1)N1CCN(Cc2ccccc2)CC1 | -3 | 4 | -1 | -0.4 | -3 | 1 | -6 | i | 3
O=C(CSCc1ccccc1)N/N=C/c1cc2c(cc1Br)OCO2 | -3 | -1 | -5 | 2.7 | 3 | 1 | 5 | i | -1
COCC(=O)OC1CCn2c1nc1c2C(=O)C(C)=C(NC(C)=O)C1=O (centres undefined) | -12 | -24 | 1 | -0.3 | 45* | 18* | -2 | i | 1
CCN1C(=O)[C@@H]2[C@H](C1=O)[C@@H]1C(=O)Nc3ccccc3C(=O)N1[C@@H]2c1cccc(Cl)c1 | -13 | -5 | -3 | x | 12 | 0 | -7 | i | 4
O=C(Nc1cccc(Cl)c1)c1nc[nH]c1C(=O)NCc1ccccc1 | -6 | 0 | -12 | 1.0 | 20 | 2 | 12 | x | 9
COc1ccc(/C(O)=C/C(=O)C(=O)NNC(=O)C(O)(c2ccccc2)c2ccccc2)cc1 | 3 | 3 | -4 | 0.9 | -5 | 1 | -94 | i | 25
O=C(Nc1ccccc1)Nc1ccc2snnc2c1 | 6 | -4 | -2 | 2.0 | -10 | -2 | 0 | i | 11
Cc1[nH]n(-c2ccc(Br)cc2)c(=O)c1C=Nc1ccc(S(=O)(=O)Nc2nccs2)cc1 | 10 | 3 | -1 | 0.9 | 11 | -1 | -2 | i | 8
Cc1cc(Br)ccc1NC(=O)CNC(=O)CSc1n[nH]c(N)n1 | -12 | 4 | -2 | 1.9 | 13 | -1 | -1 | i | -4
CCOC(=O)/C(C#N)=C(\N)C(C)C(=O)Nc1ccccn1 (centres undefined) | -4 | 5 | -5 | -0.1 | 2 | 1 | 3 | i | 1
CN(c1ccc(C(=O)NCCSCc2ccccc2)cc1)S(=O)(=O)c1ccccc1 | 13 | 3 | 7 | -0.5 | 10 | 4 | 12 | i | 8
S=c1[nH]nc(-c2cc(-c3ccccc3)n[nH]2)n1/N=C/c1ccc(Cl)c(Cl)c1 | 6 | 6 | -4 | -1.8 | -18 | -5 | -3 | + | 15
O=c1[nH]c(-[n+]2ccccc2)c(/C=N/NC([S-])=Nc2ccccc2)s1 | -6 | -106 | -4 | 2.9 | 7 | 0 | 94* | i | 0
COc1ccccc1-c1c(C)oc2c(CN3CCN(C)CC3)c(O)ccc2c1=O | -9 | 0 | -1 | 3.2 | -11 | -2 | 4 | x | -12
O=C(N1CCOCC1)n1nnc2ccccc21 | -2 | 6 | -3 | 0.6 | -4 | -2 | -10 | i | -9
CCO[C@H]1OC(C(=O)NC2CC2)=C[C@@H](c2c[nH]c3ccccc23)[C@@H]1CCCO | -10 | -1 | 8.4* | -0.8 | 6 | 2 | -1 | i | 9
CCOc1ccc(N2C(=O)CS/C2=C(\C(Cl)=C(Cl)Cl)[N+](=O)[O-])cc1 | 4 | -16 | -2 | x | -26 | -2 | -58 | i | 17
Cc1ccc(C(=O)Cc2ccccc2)o1 | -5 | -1 | -4 | -1.0 | 5 | 2 | -15 | i | 0
COc1ccc(C23NCCN2C(=O)c2ccccc23)cc1 (centres undefined) | -6 | 1 | 0 | -0.9 | 14 | -2 | 10 | i | 27
C=C(C)C(O)CC/C(C)=C/Cc1c(O)ccc(C(=O)/C=C/c2ccc(O)cc2)c1O (centres undefined) | 8 | -7 | -8 | 1.9 | -20 | -3 | -10 | i | -4
C=CCn1c(SCC(=O)N2CCN(C(=O)OCC)CC2)nc2c([nH]c3ccccc32)c1=O | 2 | 1 | 0 | -0.1 | -4 | 2 | -19 | i | 5
CC(C)(C)C(=O)Nc1cc(S(=O)(=O)Nc2ccc(Cl)cc2)ccc1O | -7 | 7 | -7 | -0.8 | 6 | 1 | -4 | i | 4
O=[N+]([O-])c1cccc(Cl)c1NCCNS(=O)(=O)c1ccccc1 | 6 | -2 | -4 | -1.3 | 20 | -4 | -11 | i | 6
CCOC(=O)Cc1csc(NC(=O)CSc2nnnn2-c2ccc(CC)cc2)n1 | -8 | 1 | -4 | -0.5 | -12 | -2 | -15 | i | -2
CCn1cc(C(=O)NC(C)CCc2ccccc2)c(=O)c2cc(S(=O)(=O)N(C)C)ccc21 (centres undefined) | 63* | 1 | -3 | 1.2 | -1 | -3 | 0 | i | 8
CCn1c(SCc2ccccc2)nnc1-c1cccs1 | 8 | -4 | -11 | -0.2 | -8 | 4 | -6 | i | -5
O=C(NCCc1c[nH]c2ccccc12)C(=O)NCC1OCCN1S(=O)(=O)c1ccc(Cl)cc1 (centres undefined) | 0 | 0 | -3 | -0.1 | -15 | 0 | -4 | i | 2
CCc1ccc(Nc2nc(N)nc(CSc3nc4ccccc4s3)n2)cc1 | -10 | -5 | 0 | -0.3 | 1 | -1 | 3 | i | 2
O=C(NCc1cccs1)c1ccc(Cl)c(S(=O)(=O)N2CCCC2)c1 | 5 | 1 | 2 | -0.6 | -6 | 4 | -3 | i | 2
COc1ccc(S(=O)(=O)N2CCCCC2)cc1NC(=O)c1cccnc1SC | -6 | -4 | -7 | -1.1 | 9 | -3 | 3 | i | -7
COc1cccc(C2c3cc4c(cc3OC(N3CCOCC3)C2C)OCO4)c1O (centres undefined) | 17 | -4 | 0 | -0.1 | 13 | 5 | 6 | i | -6
c1ccc2c(-c3nc(-c4ccncc4)no3)cccc2c1 | 7 | -6 | -8 | -0.1 | -10 | -4 | -13 | i | 98
Cc1cccc(-c2nnn3c2nc(NCCc2ccc(S(N)(=O)=O)cc2)c2ccccc23)c1 | -5 | 0 | -7 | -0.1 | -19 | -2 | 5 | i | -4
COc1ccc(CN2CCC(N3CCC(C(=O)N4CCOCC4)CC3)CC2)c(F)c1 | -6 | 3 | -2 | 1.5 | 7 | 3 | -3 | i | 6
Cc1cc(C)n(-c2nc3c(c(=O)[nH]c(=O)n3C)n2CCc2ccccc2)n1 | -8 | -1 | -8 | 0.1 | 1 | -2 | -7 | i | -18
O=C(NCc1cccc(F)c1F)C1CCC(=O)N(C2CC2)C1 (centres undefined) | -5 | 4 | -6 | 0.9 | 8 | 0 | 5 | i | -12
COc1ccc(Cc2nc(C(=O)NCc3ccccc3OC)cs2)cc1 | 4 | -6 | -1 | -0.8 | 1 | -2 | 8 | i | 28
Cc1ccccc1OCc1nc(-c2ccc(NC(=O)c3ccco3)cc2)no1 | 21 | 5 | -8 | 0.5 | -15 | -1 | 2 | i | 11
COC(=O)c1c(C(=O)OC)c(C)n(Cc2ccco2)c1C | -7 | -1 | -9 | 0.3 | -7 | 2 | 4 | i | -23
Nc1ccc(S(=O)(=O)Nc2nc(-c3ccccc3)cc(-c3ccccc3O)n2)cc1 | 2 | 5 | -3 | 1.9 | 1 | 6 | 12 | i | 1
CC(C)(C)CC(C)(C)NC(=O)Nc1cccc([N+](=O)[O-])c1 | 40 | 2 | 0 | 0.2 | -2 | 0 | 18 | i | -7
